# Assay outcomes (PubChem)
# LGR2 inh: inhibitors of bursicon-induced LGR2 CRE-luciferase signal, primary screen, cell-based, HEK293, CRE-luciferase reporter, bursicon stimulation. bursicon-stimulated, 4 h. inhibition, % at 9.99 µM. Drosophila bursicon receptor LGR2 (rickets). actives 0.35% (n = 380,000);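 active means drop in luminescence signal, shown as inhibition above about 50% in the replicate tests, limit read from the data, passing the limit was not always enough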;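 further: agonist challenge used bursicon conditioned medium at about half maximal strength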
# S100A4 MyoIIA: inhibitors of S100A4-myosin IIA peptide binding, primary screen, biochemical, fluorescence polarization, TAMRA-MyoIIA peptide; inhibition, % at 10.7 µM; Protein S100-A4 (Homo sapiens), P26447; actives 0.14% (n = 360,000);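 active means mean inhibition of at least 70% across replicates, with every replicate also reaching that level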
# Target sequence (P26447 whole entry, looked up): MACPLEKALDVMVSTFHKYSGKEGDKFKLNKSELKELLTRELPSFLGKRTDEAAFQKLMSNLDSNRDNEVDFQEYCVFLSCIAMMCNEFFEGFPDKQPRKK
#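 assay system = human S100A4 monomer with TAMRA-labelled myosin IIA peptide | also added = labelled myosin peptide probe, 5 nM | incubation = 5 min between mix addition and reading | control set = DMSO and TFP controls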
# Casp6 inh: human caspase-6 inhibitors, primary screen, biochemical, VEID-R110 fluorescence, single point, set 2; P55212; purified caspase-6, Z-VEID-R110 cleavage fluorescence; inhibition, % at 12.5 µM; actives 0.53% (n = 350,000); AID 686996, 2013;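 active means mean inhibition across replicates at least about 35%, with every replicate also reaching that limit, limit read from the data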;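 further: 0% = median of neutral control wells and 100% = no fluorescence left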
# Target sequence (P55212 24-179 limits assumed): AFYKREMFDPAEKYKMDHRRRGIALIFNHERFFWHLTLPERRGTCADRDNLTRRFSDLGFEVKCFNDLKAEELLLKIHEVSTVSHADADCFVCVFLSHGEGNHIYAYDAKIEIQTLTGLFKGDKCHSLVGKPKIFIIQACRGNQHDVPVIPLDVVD
# Target sequence (P55212 194-293 limits assumed): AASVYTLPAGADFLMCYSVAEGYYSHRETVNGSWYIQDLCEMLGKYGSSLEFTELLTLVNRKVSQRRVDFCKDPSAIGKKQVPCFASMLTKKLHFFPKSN
# Statin myotox sup: suppressors of statin myotoxicity in C2C12 myotubes, primary screen, cell-based, single point, plate reader; rescue of ATP level, % at 7.49 µM; actives 0.78% (n = 330,000); C2C12 myotubes + simvastatin, ATP luminescence, 48 h; scaled: DMSO 0, geranylgeraniol control 100;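 active means mean ATP rescue above about 67%, or every replicate alone reaching that limit, limit read from the data, passing the limit was not always enough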;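 further: myotubes were challenged with 10 µM simvastatin during compound exposure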
# esBAF inh: Bmi1 luciferase reporter increase in mESCs, primary screen, esBAF inhibitor project, mouse ES cells, Bmi1 luciferase knock-in, single point; 24 h; 100% = twice the neutral-well signal; reporter increase, % at 12.5 µM; actives 2% (n = 350,000); in the data active means activation above about 40%;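 further: 0% = median of the plate's neutral control wells and 100% = double that signal; a rise in the Bmi1 reporter signal indicates esBAF inhibition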
# FN deposition inh: inhibitors of fibronectin matrix deposition, primary screen, AH1F cells, Alexa488-fibronectin fluorescence, plate reader; AH1F fibroblasts, overnight; inhibition, % at 12.6 µM; actives 0.086% (n = 350,000); AID 743247, 2014;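 active means mean inhibition across replicates of 30% or more, regardless of how many single replicates reach that level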;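 further: positive control wells lacked labelled fibronectin entirely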
#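 Material – AH1F fibroblast monolayer, labelled fibronectin deposition · Reagent – labelled fibronectin 24 nM · Timing – 1 h adhesion, overnight exposure · Measured by – fluorescence at 485 nm excitation, 525 nm emission · Read-out – inhibition of fibronectin deposition signal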
# SIRT5 block: SIRT5 desuccinylase inhibitors, primary screen, biochemical, fluorescence imaging, single point, set 5; NAD-dependent protein deacylase sirtuin-5, mitochondrial (Homo sapiens), Q9NXA8; Purified SirT5, succinyl-peptide AMC, trypsin-coupled fluorescence; inhibition, % at 15 µM; actives 1.1% (n = 330,000); in the data active means inhibition above about 15%
# Target sequence (Q9NXA8 whole entry, looked up): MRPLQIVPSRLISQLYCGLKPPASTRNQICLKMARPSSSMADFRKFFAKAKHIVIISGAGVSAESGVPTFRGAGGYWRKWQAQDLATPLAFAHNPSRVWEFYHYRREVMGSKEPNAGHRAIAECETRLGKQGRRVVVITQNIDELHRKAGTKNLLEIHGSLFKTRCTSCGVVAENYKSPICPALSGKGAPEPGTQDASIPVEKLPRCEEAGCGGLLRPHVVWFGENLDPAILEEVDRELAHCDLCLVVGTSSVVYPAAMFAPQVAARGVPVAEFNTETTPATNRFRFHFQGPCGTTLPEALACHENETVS
# Active calls of the source: *; . = no result given; & = joins results of further samples; ! = not confirmed by another sample.
SMILES,LGR2 inh,S100A4 MyoIIA,Casp6 inh,Statin myotox sup,esBAF inh,FN deposition inh,SIRT5 block
O=C(Nc1cccc(Cl)c1)c1cnn2cccnc12,-33.8,.,.,23.6,39.4,2.7,.
COc1cc(CCC(O)CC(=O)CCc2ccccc2)ccc1O (stereo not given),-3.0,-3.0,-0.4,1.7,1.4,.,-3.4
C[C@@H]1CCCCO[C@H](CN(C)C(=O)Cc2ccccc2)[C@@H](C)CN([C@@H](C)CO)C(=O)c2cc(NC(=O)Cc3ccccc3)ccc2O1,6.7,-4.8,1.4,-26.2,1.6,0.4,4.2
O=C(NCc1nnc(SCC(=O)N2CCCCCC2)o1)c1ccccc1F,5.4,-2.6,2.4,5.5,-4.1,-3.6,-2.2
COc1cc(/C=N/NC(=O)CSc2n[nH]c(=O)[nH]c2=O)cc(OC)c1O,-5.5,-6.4,-1.7,.,.,-0.6,10.1
O=S(=O)(c1ccccc1)N1CCCCN2[C@@H](CO)[C@@H](c3ccc(-c4cncnc4)cc3)[C@@H]2C1,-1.7,4.3,-1.1,.,.,.,0.1
O=C(NCc1ccco1)C(c1ccccc1)N(C(=O)Cc1cccs1)c1ccccc1 (stereo not given),.,.,.,125.2*,1.0,-18.7,.
CC(C)c1nc(SCC(=O)N2CCCCC2)c2c(=O)n(C)c(=O)n(C)c2n1,15.8,-9.2,1.9,5.6,11.2,4.7,0.0
CC(=O)c1ccc(NC(=O)COc2ccccc2C(=O)Nc2ccccc2)cc1,0.1,2.5,4.5,.,.,4.9,0.9
C[C@H](CO)N1C[C@H](C)[C@H](CN(C)C(=O)Nc2ccccc2)OCCCC[C@H](C)Oc2ccc(NC(=O)c3ccncc3)cc2C1=O,12.8,4.8,-1.0,.,-1.1,2.7,-8.8
O=C(Nc1cccc(C(F)(F)F)c1)c1csc(-c2ccncc2)n1,-2.8,-0.1,1.5,.,.,2.9,-0.2
COc1ccc(NC(=O)C2CCCN(c3cc(C)nc4ncnn34)C2)cc1 (stereo not given),0.5,-2.4,2.1,-1.7,0.2,6.5,-2.0
CCCN(CCC)CCCNC(=O)c1cn(CCOC)c(=O)c2c1c1ccccc1n2C,-4.9,.,.,1.3,2.7,-2.0,.
COCCn1c(SCC(=O)NC2CC2)nc2ccccc21,0.7,-12.6,3.9,-1.0,-7.9,.,-4.6
Cn1c(N)c(C(=O)COC(=O)C2Cc3ccccc3CN2S(C)(=O)=O)c(=O)n(C)c1=O (stereo not given),10.7,5.5,7.9,-1.5,-10.0,-14.0,-2.9
CNC[C@H]1Oc2ccc(NC(=O)C3CCCCC3)cc2C(=O)N([C@H](C)CO)C[C@@H]1C,1.8,11.0,2.8,-7.7,-4.1,2.7,-0.3
C=CCc1cc(/C=C/c2nc(O)c([N+](=O)[O-])c(=O)[nH]2)cc(OC)c1O,8.0,3.2,39.0*,.,.,-7.7,8.6
O=C(COC(=O)c1cc(F)c(F)cc1Cl)NC1CCCCCC1,10.2,-4.8,2.7,1.9,-0.6,-4.8,-0.4
O=C1NC(C(=O)O)=CC(c2cccc(Cl)c2Cl)N1 (stereo not given),3.3,-0.3,-2.7,-9.6,-5.9,2.2,2.4
CCN(C(=O)CSc1nnc(-c2ccccc2Cl)n1C1CCCC1)C1CCS(=O)(=O)C1 (stereo not given),.,.,.,1.2,-9.0,2.1,.
Cc1ccccc1C(=O)NNS(=O)(=O)c1ccc(F)cc1,11.2,-4.1,0.4,4.5,2.5,9.4,.
Cc1cccc(NC(=O)CSc2nccn2Cc2ccco2)c1C,2.7,-0.4,2.8,.,.,11.4,-2.3
COc1ccc(CCC(=O)NCCOc2ccc(Cl)cc2)cc1,3.3,4.0,0.8,11.1,5.4,0.4,1.4
COc1ccc(-c2ccc3n(c2=O)C[C@@H]2N[C@H]3[C@H](C(=O)N3CCCCC3)[C@H]2CO)cc1,-3.3,3.3,-2.5,.,.,.,-71.3
Cc1ccc(C(OC(=O)c2ccco2)C(=O)NC(C)(C)C)cc1 (stereo not given),-11.3,-0.4,3.4,5.5,8.0,7.3,1.9

# Some values from the results shown:
# S100A4 MyoIIA result of O=C(Nc1cccc(C(F)(F)F)c1)c1csc(-c2ccncc2)n1 → -0.1
# Casp6 inh result of COc1ccc(CCC(=O)NCCOc2ccc(Cl)cc2)cc1 → 0.8

# Sorted by the number under esBAF inh (largest number first): three from the list above
SMILES | LGR2 inh | S100A4 MyoIIA | Casp6 inh | esBAF inh | SIRT5 block
O=C(Nc1cccc(Cl)c1)c1cnn2cccnc12 | -33.8 | . | . | 39.4 | .
COc1cc(CCC(O)CC(=O)CCc2ccccc2)ccc1O (stereo not given) | -3.0 | -3.0 | -0.4 | 1.4 | -3.4
O=C(NCc1nnc(SCC(=O)N2CCCCCC2)o1)c1ccccc1F | 5.4 | -2.6 | 2.4 | -4.1 | -2.2

# The list continues.
SMILES,LGR2 inh,S100A4 MyoIIA,Casp6 inh,Statin myotox sup,esBAF inh,FN deposition inh,SIRT5 block
CO[C@@H](CN(C)Cc1cc(F)ccc1F)[C@@H](C)CN([C@H](C)CO)S(=O)(=O)c1ccc(C)cc1,-6.2,-0.7,1.2,-7.7,-1.5,-4.3,-3.0
Cc1cccc(NC(=O)c2cc(NC(=O)C3CCCCC3C(=O)O)ccc2N2CCOCC2)c1 (stereo not given),5.9,4.1,-10.1,8.5,-7.4,.,1.0
CC(C)CC#Cc1ccc2c(c1)O[C@@H](CN(C)Cc1cccc(F)c1)[C@@H](C)CN([C@@H](C)CO)S2(=O)=O,15.8,2.1,0.9,.,-1.3,-15.0,7.5
O=C(CSc1ncn[nH]1)Nc1ccccc1Sc1ccc(Cl)cc1,-1.3,.,.,7.9,-0.1,.,.
COc1ccc(S(=O)(=O)N(C)C[C@@H]2Oc3ccc(NS(=O)(=O)c4cccs4)cc3CC(=O)N([C@@H](C)CO)C[C@@H]2C)cc1,3.8,15.7,0.3,-22.7,-5.5,.,2.9
CCOc1cc(C(=O)OCc2cc(=O)n3c(C)csc3n2)ccc1OC,-19.4,4.8,-1.0,3.8,6.7,1.1,-0.7
C[C@H]1CN([C@@H](C)CO)C(=O)c2cccc(NC(=O)Nc3ccc4c(c3)OCO4)c2O[C@@H]1CN(C)Cc1ccc(-c2ccccc2)cc1,-6.6,-13.8,-1.4,.,5.6,10.2,0.5
CC(C)(C)NC(=O)c1ccccc1NC(=O)C1CC(=O)N(C2CCCCC2)C1 (stereo not given),14.7,-3.3,.,9.6,1.1,-1.1,-1.3
CC(C)(C)OC(=O)COc1cc(OCC(=O)OC(C)(C)C)c2c(=O)cc(-c3ccccc3)oc2c1,.,-4.3,.,-6.4,-4.1,-1.3,.
Cc1ccccc1C1c2[nH]c3ccccc3c2C[C@H]2C(=O)N(C3CC3)CC(=O)N12 (stereo not given in full),3.1,-1.0,4.6,1.5,2.4,3.2,-0.7
COc1ccccc1-c1ccc2c(c1)O[C@H](CN(C)S(=O)(=O)c1ccc(C)cc1)[C@@H](C)CN([C@@H](C)CO)S2(=O)=O,-4.8,-8.0,1.6,-35.5,2.8,.,2.9
Cc1ccn2cc(C(=O)Nc3cccc(C(=O)NC4CC4)c3)nc2c1,2.7,-0.5,-3.1,-3.7,29.9,-6.8,-4.8
CS(=O)(=O)c1ccc2nc(NC(=O)Nc3cccc(Cl)c3)sc2c1,-15.7,5.7,-1.0,.,.,.,-2.7
C#CCNC(=O)C1=C[C@H](c2cn(C(C)=O)c3ccccc23)C[C@H](OCCCCO)O1,.,16.0,-0.6,.,.,.,1.2
CCOC(=O)Cn1nc(C)n(-c2ccc(F)cc2)c1=O,-3.7,-4.2,-1.6,-4.0,-6.0,3.6,0.4
CCO[C@H]1OC(C(=O)N2CCOCC2)=C[C@@H](c2ccc3c(c2)OCO3)[C@@H]1CCCO,1.2,-13.5&2.4,38.4*!,-6.1,-4.1,3.6,-2.1&-3.9
CCOC(=O)C1CCN(C(=O)C(C)Oc2ccc(Br)cc2)CC1 (stereo not given),-16.4,3.4,-6.1,4.4,-4.6,7.5,1.3
CC(C)(C)c1ccc(C(=O)NNC(=S)NC(=O)c2cccnc2)cc1,-6.5,1.2,-0.2,-0.7,37.8,6.1,-0.9
Cc1ccc(Nc2ncnc(N)n2)cc1C,-12.2,4.5,-0.9,.,.,3.7,1.1
CCOc1ccc(S(=O)(=O)Nc2nc3ccccc3nc2Nc2ccc(N3CCOCC3)cc2)cc1,.,-6.8,0.8,-12.0,30.1,-1.4,6.3
Cc1ccc(S(=O)(=O)n2cc(CO)c3ccccc32)cc1,6.2,-3.5,-1.0,4.1,1.8,-2.8,2.3
CCC1(C)COC(C)(CC(=O)NNC(=O)Nc2ccccc2)OC1 (stereo not given),.,-3.1,-3.7,.,.,-3.1,-1.2
Nc1ccc(-n2nncc2-c2ccco2)cc1,.,.,.,1.0,-5.8,7.1,.
CCOC(=O)c1c(NC(=O)C2CCCO2)sc2c1CCC2 (stereo not given),.,.,.,-13.7,10.8,9.6,.
Cc1ccc(SCCN2CCN(CCc3ccccc3)CCC2=O)cc1,-5.8,-5.8,-1.9,0.1,4.0,8.6,10.1

# Complete entries as entered above. Screens in order: LGR2 inh, S100A4 MyoIIA, Casp6 inh, Statin myotox sup, esBAF inh, FN deposition inh, SIRT5 block
# Record of COc1ccc(S(=O)(=O)N(C)C[C@@H]2Oc3ccc(NS(=O)(=O)c4cccs4)cc3CC(=O)N([C@@H](C)CO)C[C@@H]2C)cc1 = 3.8, 15.7, 0.3, -22.7, -5.5, ., 2.9
# Record of C[C@H]1CN([C@@H](C)CO)C(=O)c2cccc(NC(=O)Nc3ccc4c(c3)OCO4)c2O[C@@H]1CN(C)Cc1ccc(-c2ccccc2)cc1 = -6.6, -13.8, -1.4, ., 5.6, 10.2, 0.5

# Continuation.
SMILES,LGR2 inh,S100A4 MyoIIA,Casp6 inh,Statin myotox sup,esBAF inh,FN deposition inh,SIRT5 block
Cc1noc(C)c1NC(=O)Nc1ccc2c(c1)C(=O)N([C@H](C)CO)C[C@@H](C)[C@@H](CN(C)S(=O)(=O)c1ccccc1)OCCCC[C@@H](C)O2,-2.9,-1.5,1.7,.,-0.3,10.2,11.1
CC(C)N(C(=O)Cn1cc(S(=O)(=O)CC(=O)Nc2ccccc2)c2ccccc21)C(C)C,4.1,-3.8,-4.2,-4.4,-11.6,14.4,7.7
C=Cn1cc[n+](CC(=O)c2ccc(OC)cc2)c1,-3.9,2.7,-24.7,-2.5,-5.3,-8.5,-1.3
O=C(NC(=S)Nc1ccccc1N1CCOCC1)c1cccc([N+](=O)[O-])c1,9.4,2.3,-0.9,.,.,.,-3.0
COc1ccc(S(=O)(=O)NC2(C(F)(F)F)N=C(c3ccccc3)NC2=O)cc1 (stereo not given),-0.8,24.9,11.0,.,.,6.2,-16.2
O=C(COC(=O)/C=C/c1c(F)cccc1Cl)NCC1CCCO1 (stereo not given),3.6,-2.1,-0.2,7.7,0.3,8.1,1.8
C/C(=N\N=C(/N)c1nonc1N)c1ccc2c(c1)OCO2,.,-1.2,-1.7,-5.8,61.0*,4.1,-1.8
CS(=O)(=O)N(CC(=O)N1CCCC1)Cc1ccc(F)cc1,-0.6,-1.9,-0.2,21.7,-1.5,-0.2,-7.4
O/N=C1\CCSc2ccc(F)cc21,13.8,-1.3,-0.2,.,.,-7.3,-1.3
COCC(=O)Nc1ccc2c(c1)C(=O)N(C)[C@@H]1CC[C@@H](CC(=O)Nc3cn(C)nc3C)O[C@@H]1CO2,-0.3,.,.,8.7,-6.9,2.0,.
COc1ccc(NC(=O)N(C)C[C@@H]2Oc3ccc(NC(=O)Nc4ccc5c(c4)OCO5)cc3CC(=O)N([C@@H](C)CO)C[C@@H]2C)cc1,11.6,.,.,16.9,9.4,.,.
COc1ccc(/C=C/C(=O)O)cc1S(=O)(=O)N1CCCC1,.,-0.2,5.6,0.9,-3.1,6.9,-11.4

# This is a subset; rates above refer to the full screens.
